Screens from PubChem BioAssay.
KCNH2 3.1 inh – qHTS for Inhibitors of KCHN2 3.1: Mutant qHTS | actives 0.95% (n = 340,000) | activity change, % (tested at about 1.8 µM) | Potassium voltage-gated channel subfamily H member 2, brain isoform KCNH2 3.1 (human) | U2OS KCNH2 3.1, thallium flux FluxOr; active compounds read low;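 active = maximum activity change below -70%; inconclusive = maximum activity change from -70% to -50%; inactive = maximum activity change above -50%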;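 note: thallium influx rate constant from kinetic fluorescence after stimulation buffer; % is set by controls: 0 for no effect and ±100 for the full control effect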
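Channel expression came from 3.1 mutant virus (1.77 x 10^8 /mL) applied to suspended U2OS cells for 4 h. Flux was tracked with FluxOr dye plus Red40 quencher, and kinetic rate constants normalized to controls.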
AT treatment – qHTS Assay for Identifying a Potential Treatment of Ataxia-Telangiectasia | actives 0.19% (n = 320,000) | AID 485349, 2010 | […] A-T fibroblasts, KAP-1 phosphorylation AlphaLISA; neocarzinostatin DNA damage 30 min before lysis | Potency, µM (titrated, usually from 57.5 µM), for the others: at the top dose activation, hits mostly activators; note: potency is the fitted concentration of half-maximal effect; % of control where 0% means no effect; nearly all actives have a fitted effect of over 45% in size
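hTERT-immortalized A-T patient fibroblasts ([…]), 500 cells/well in OPTI-MEM, 1% FBS, got compounds for 60 min, then NCS for 30 min at 37C. Lysates were then assayed for phospho-KAP-1 by AlphaLISA (anti-pKAP1 donor, anti-KAP1 acceptor beads), 6 hr at 25C.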
CXXC DNA block – qHTS Fluorescence Polarization Assay for Inhibitors of MLL CXXC domain - DNA interaction; Histone-lysine N-methyltransferase 2A (Homo sapiens), Q03164; Potency, µM (series often up to 115 µM), without a hit: at the top dose activity change, negative = inhibition, hits mostly inhibitors; actives 0.037% (n = 290,000); MLL-CXXC / FITC-HOXA9 DNA fluorescence polarization; active = well fitted inhibition curve with a large enough effect in the polarisation, with a control signal flat, not every such curve was filed as active; inconclusive = small, poorly fitted or top-dose-only effect, or effect the other way, or a change in a side signal; inactive = no such curve, though single readings can be large or run the other way; the % refers to the polarisation; note: potency is the fitted concentration of half-maximal effect
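Purified MLL-CXXC (added from a 7 uM solution) was preincubated 5 min at ambient with pinned compounds in 50 mM Tris-HCl pH 7.5, 50 mM NaCl, 1 mM DTT, 0.05% BSA. Fluorescein-labeled HOX-A9 DNA (50 nM solution) followed, 30 min, then polarization read.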
TRPV1 ag – HTS Assay for Compounds that Act as Agonists of the Vanilloid Receptor 1; Transient receptor potential cation channel subfamily V member 1 (Homo sapiens), Q8NER1; TRPV1-expressing cells, Fluo-8 calcium influx, agonist mode; activation, % at 8.33 µM; actives 0.19% (n = 320,000); AID 540275, 2011; in the data active = activation above about 80%; inconclusive = between about 30% and that limit; note: 0% is about no effect
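Cells expressing TRPV1 were dye-loaded with Fluo-8 and read kinetically: 10 s baseline, 3 min after compound (agonist portion), then 2 min after EC20 capsaicin (allosteric enhancer portion). Calcium-bound dye fluorescence at 480/520 nm.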
KCNH2 WT inh – qHTS for Inhibitors of KCHN2 3.1: Wildtype qHTS; activity change, % at 1.84 µM; U2OS, BacMam KCNH2, thallium flux FluxOr; active compounds read low; Voltage-gated inwardly rectifying potassium channel KCNH2 (Homo sapiens), Q12809; actives 0.37% (n = 340,000);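 active = maximum activity change below -70%; inconclusive = maximum activity change between -70% and -50%; inactive = maximum activity change above -50%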; note: % is set by controls: 0 for no effect and ±100 for the full control effect
Target sequence (Q12809 whole entry, looked up): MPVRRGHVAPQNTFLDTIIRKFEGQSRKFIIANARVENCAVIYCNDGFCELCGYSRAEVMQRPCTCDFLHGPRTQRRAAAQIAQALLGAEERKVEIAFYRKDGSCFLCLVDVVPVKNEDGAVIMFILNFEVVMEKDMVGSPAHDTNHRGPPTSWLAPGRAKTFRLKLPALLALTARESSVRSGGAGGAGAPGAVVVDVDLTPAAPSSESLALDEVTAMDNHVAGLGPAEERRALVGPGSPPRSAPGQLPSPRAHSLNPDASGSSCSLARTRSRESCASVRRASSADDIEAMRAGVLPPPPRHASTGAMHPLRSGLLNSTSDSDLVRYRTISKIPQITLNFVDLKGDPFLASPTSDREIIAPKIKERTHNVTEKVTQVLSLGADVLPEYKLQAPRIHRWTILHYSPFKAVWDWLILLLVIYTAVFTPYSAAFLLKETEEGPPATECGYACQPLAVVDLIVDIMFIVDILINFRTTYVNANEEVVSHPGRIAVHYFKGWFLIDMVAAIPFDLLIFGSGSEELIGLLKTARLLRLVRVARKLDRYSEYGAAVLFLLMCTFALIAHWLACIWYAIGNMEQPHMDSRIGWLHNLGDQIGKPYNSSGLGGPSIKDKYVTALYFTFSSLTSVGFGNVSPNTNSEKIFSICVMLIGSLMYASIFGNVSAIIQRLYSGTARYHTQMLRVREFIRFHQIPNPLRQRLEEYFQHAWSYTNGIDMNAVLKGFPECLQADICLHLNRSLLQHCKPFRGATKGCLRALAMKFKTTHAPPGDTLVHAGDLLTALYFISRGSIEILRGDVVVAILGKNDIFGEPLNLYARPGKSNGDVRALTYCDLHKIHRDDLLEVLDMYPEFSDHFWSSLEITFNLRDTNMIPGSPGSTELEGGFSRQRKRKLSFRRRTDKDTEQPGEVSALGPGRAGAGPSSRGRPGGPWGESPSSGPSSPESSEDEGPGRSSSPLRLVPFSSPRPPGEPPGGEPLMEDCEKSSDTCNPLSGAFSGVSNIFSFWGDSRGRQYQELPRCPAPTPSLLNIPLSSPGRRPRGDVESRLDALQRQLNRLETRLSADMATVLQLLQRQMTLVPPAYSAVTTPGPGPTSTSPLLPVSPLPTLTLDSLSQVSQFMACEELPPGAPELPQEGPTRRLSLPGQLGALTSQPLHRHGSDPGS
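U2OS cells were transduced with wild-type KCNH2 virus (2.03 x 10^8 / mL) for 4 h at room temperature, then cultured overnight at 37 C. Thallium flux was read with FluxOr dye. Rate constants were normalized to DMSO controls.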
GALK inh – qHTS Assay for Inhibitors of Human Galactokinase (GALK) | P51570 | Purified GALK, Kinase-Glo residual ATP luminescence | Potency, µM (titrated, usually from 57.5 µM), for the others: at the top dose activity change, negative = inhibition, hits mostly inhibitors | actives 0.007% (n = 270,000) | AID 1868, 2009; note: potency is the fitted concentration of half-maximal effect; % is set by controls: 0 for no effect and ±100 for the full control effect
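Luminescence from leftover ATP (Ultra-Glo luciferase/luciferin) served as read-out after a 1 h room-temperature reaction of 5 nM GALK with 35 uM ATP and 100 uM galactose.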
ASM inhibitor – Inhibitors of Secretory Acid Sphingomyelinase (S-ASM): qHTS. Sphingomyelin phosphodiesterase (Homo sapiens), P17405. placental ASM, HMU-PC fluorogenic substrate, 60 min. Potency, µM (series often up to 57.5 µM), inactives show at the highest dose activity change, negative = inhibition, hits mostly inhibitors. actives 0.006% (n = 340,000). AID 504937, 2011; note: potency is the fitted concentration of half-maximal effect
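Fluorogenic HMU-PC substrate (9 uM final) is turned over by placental ASM in 60 min at 37 C after a 10 min compound preincubation. Reaction ended by alkaline stop (pH 10), with fluorescence read at 386/447 nm.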
MBNL1-CUG inh – qHTS Assay for Inhibitors of MBNL1-poly(CUG) RNA binding; TR-FRET MBNL1-His/biotin-(CUG)12 binding, 665/545 ratio; Potency, µM (titrated, usually from 57.5 µM), without a hit: at the highest dose activity change, negative = inhibition, actives largely listed as inhibitors; actives 0.036% (n = 280,000); AID 2675, 2010; active = well fitted inhibition curve with a large enough effect in the signal ratio, with a control signal flat, not every such curve was filed as active; inconclusive = small, poorly fitted or top-dose-only effect, or effect the other way, or a change in a side signal; inactive = no such curve, though single readings can be large or run the other way; the % refers to the signal ratio; note: potency is the fitted concentration of half-maximal effect; % is set by controls: 0 for no effect and ±100 for the full control effect
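MBNL1-His + Biotin-(CUG)12, cpd titration 92 nM–58 uM; Tb anti-His Ab 0.055 ng/ul, SA-XL665 5 nM (final); 60 min RT; ratiometric 665/545 nm, Ex 340 nm; normalized to buffer and full-complex controls.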
FBPA coupling cs – qHTS Assay for Inhibitors of Fructose-1,6-bisphosphate Aldolase from Giardia Lamblia: Coupling assay counterscreen. coupling enzyme system counterscreen, AmpLite Red fluorescence. activity change, negative = inhibition, % at 58.2 µM, hits read low. actives 0.67% (n = 290,000); in the data active = activity change below about -30%; note: % is set by controls: 0 for no effect and ±100 for the full control effect
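Fluorescence at 525 nm excitation and 598 nm emission measured inhibition of the coupled detection system without aldolase. Compounds (at 57.5 uM final) were preincubated 10 min at room temperature with coupling enzyme reagent before a 20 min substrate/AmpLite Red step.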
Integrin act MD – qHTS for Activators of Integrin-Mediated Alleviation for Muscular Dystrophy. alpha7betagal myoblasts, beta-gal FDG fluorescence, 48 h. Potency, µM (highest dose often 38.3 µM), for the others: top-dose activation, most hits filed as activators. actives 0.064% (n = 350,000). AID 624291, 2012;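 note: potency is the fitted concentration of half-maximal effect; 100% = response of the positive control SU9516; nearly all actives have a fitted effect of over 60% in size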
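alpha7betagal+/- myoblasts (passage 13, 250/well) treated 48 h at 37C with compounds at 1:260 dilution of DMSO stock. Lysed, then beta-galactosidase activity read as FDG fluorescence (ex 480/em 540) after 30 min, with pre-read for autofluorescence.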
The depositor's hits bear a star; ? = inconclusive; / = no result given; [ ] = another dose, or the depositor's remark. Unless noted, calls come from the whole dose curve; as a rule, active = well fitted curve in the direction sought with a large enough effect; inconclusive = small, poorly fitted or top-dose-only effect, or another doubt; inactive = no such curve, though single readings can be large; an effect the other way counts as inactive or inconclusive.

Values run as follows: KCNH2 3.1 inh	AT treatment	CXXC DNA block	TRPV1 ag	KCNH2 WT inh	GALK inh	ASM inhibitor	MBNL1-CUG inh	FBPA coupling cs	Integrin act MD
- CC1(C)CC(=O)N(Cc2ccccc2)C(=O)C1
  /	1%	3%	0	-2	/	3%	-8%[11.5 µM]	0	13%
- Cc1cccc(C(=O)N[C@H](C(=O)Nc2nc(C)cs2)C(C)C)c1
  -5	-4%	14%	1	12	0%	0%	/	0	-9%
- O=C(COC(=O)c1cc([N+](=O)[O-])ccc1N1CCOCC1)Nc1ncc(Cl)cc1Cl
  2	-2%	-13%	-2	-7	3%	-5%	?	/	12%
- Cc1ccc(C)c(N2N=C(C(=O)Nc3cccnc3)CCC2=O)c1
  -12	-5%	/	3	-11	/	-2%	/	/	16%
- CCOC(=O)c1ccc(N2CCN(C(C)=O)CC2)c(NC(=O)c2cccnc2)c1
  -13	0%	-14%	-1	-2	6%	4%	-10%	-1	17%
- COc1ccccc1NC(=O)C1=C(C)Nc2nc(-c3cccs3)nn2C1c1cccc(O)c1 (configuration not stated)
  -7	1%	-1%	-1	0	-1%	-21%	-6%	3	3%
- Cc1ccccc1/C(N)=N/OC(=O)/C=C/c1ccccc1
  -4	10%	6%	-1	-2	-2%	6%	-5%	-1	-27%
- Cc1ccc(Cl)cc1NS(=O)(=O)c1ccc(-n2cccn2)cc1
  2	5%	-7%	-1	5	-3%	-5%	-8%	-6	24%
- C=CCn1c(C)c(C(C)=O)c(SC)nc1=S
  7	-3%	9%	-5	5	2%	2%	-7%	0	-2%
- Cc1cccn2c(=O)c(C=NCc3ccccc3)c(NCCO)nc12
  0	4%	-9%	-1	7	-1%	69%[activator]	?	5	-14%
- CC(C)N=C(NC#N)SCc1ccc(F)cc1
  3	3%	-5%	12	-1	4%	-4%	-8%	-1	-3%
- O=C(N/N=C/c1c[nH]c2ccccc12)c1ccc([N+](=O)[O-])cc1Cl
  3	38%	17%	-5	6	-1%	-21%	?	-8	17%
- CN(C)c1ccc(/C=N\NC(=O)CC#N)cc1
  -19	-1%	4%	-1	4	-1%	88%[activator]	16%	0	-13%
- O=c1c2c3c(sc2nc2n1N=C(c1cccs1)CS2)CCCC3
  -3	-11%	2%	2	-20	-1%	1%	13%	1	-8%
- O=C(O)c1ccc(Cn2cc(/C=C\[N+](=O)[O-])c3ccccc32)o1
  -23	-8%	-9%	1	-8	-10%	-2%	-6%	11	24%

Limited to AT treatment and FBPA coupling cs, for some of the entries so far:
smiles	AT treatment	FBPA coupling cs
Cc1cccc(C(=O)N[C@H](C(=O)Nc2nc(C)cs2)C(C)C)c1	-4%	0
O=C(COC(=O)c1cc([N+](=O)[O-])ccc1N1CCOCC1)Nc1ncc(Cl)cc1Cl	-2%	/

Laid out differently: results already given
O=C(N/N=C/c1c[nH]c2ccccc12)c1ccc([N+](=O)[O-])cc1Cl
  KCNH2 3.1 inh = 3
  AT treatment = 38%
  CXXC DNA block = 17%
  TRPV1 ag = -5
  KCNH2 WT inh = 6
  GALK inh = -1%
  ASM inhibitor = -21%
  MBNL1-CUG inh = ?
  FBPA coupling cs = -8
  Integrin act MD = 17%

CN(C)c1ccc(/C=N\NC(=O)CC#N)cc1
  KCNH2 3.1 inh = -19
  AT treatment = -1%
  CXXC DNA block = 4%
  TRPV1 ag = -1
  KCNH2 WT inh = 4
  GALK inh = -1%
  ASM inhibitor = 88%[activator]
  MBNL1-CUG inh = 16%
  FBPA coupling cs = 0
  Integrin act MD = -13%

Next compounds follow.
Values run as follows: KCNH2 3.1 inh	AT treatment	CXXC DNA block	TRPV1 ag	KCNH2 WT inh	GALK inh	ASM inhibitor	MBNL1-CUG inh	FBPA coupling cs	Integrin act MD
- CCOc1ccccc1NC(=O)COC(=O)CN1C(=O)NC(C)(C)C1=O
  15	-13%	/	/	1	/	4%	/	/	20%
- COC(=O)C1=C(C(=O)c2ccccc2)C(c2ccc(OC)c(OC)c2)Nc2nnnn21 (configuration not stated)
  9	-8%	-1%	-1	-1	-1%	3%	8%	9	-1%
- COC(CNc1ccc([N+](=O)[O-])c(NCC(OC)OC)c1C#N)OC
  15	-10%	-8%	3	-2	-1%	-4%	?	-1	0%
- Cc1nn(-c2ccccc2)c(Cl)c1C(=O)Nc1nnc(C2CCCC2)s1
  -23	-7%	-4%	0	-15	-3%	-3%	0%	1	-18%
- Clc1ccc(-c2nnc(-c3ccco3)o2)cc1
  4	6%	-2%	28	-5	-2%	0%	-7%	3	33%
- Cc1nc(=O)c(-c2ccccc2)c(C)n1-c1ccc(Br)cc1
  -11	0%	-8%	-1	8	3%	-1%	-1%	4	22%
- O=C(N=C1SC2CS(=O)(=O)CC2N1Cc1ccc(Cl)cc1)C1CCCO1 (configuration not stated)
  -19	2%	0%	5	4	-4%	3%	5%	0	21%
- O=C(NC1CCCCC1)C(c1ccccc1)N1CCc2ccccc21 (configuration not stated)
  -25	10%	-2%	/	-5	2%	1%	6%	-1	-3%
- Cc1cccc2cc(CN(CCc3ccccc3)C(=O)N3CCOCC3)c3nnnn3c12
  -29	0%	7%	17	-5	3%	3%	-3%	1	10%
- COc1ccc(CCNC(=O)C2CC(=O)N(c3ccc(C)cc3)C2)cc1 (configuration not stated)
  -27	-6%	-8%	1	6	9%	-2%	-2%	2	5%
- O=C(CSc1nnc(Cc2cc(=O)[nH]c(=O)[nH]2)n1-c1ccc(Cl)cc1)NC1CCCC1
  2	2%	-2%	/	-13	0%	-3%	3%	0	21%
- COc1ccc(-n2nc3c(N4CCC(C(=O)NC5CCCCC5)CC4)nnc(C)c3c2C)cc1
  0	3%	12%	2	1	-2%	7%	14%	/	-24%
- Cc1cccc(C(C)C)c1NC(=O)COC(=O)CNS(=O)(=O)c1ccccc1
  -2	4%	/	3	-24	/	/	/	/	17%
- O=S(=O)(O)c1cc2oc(-c3ccccc3)nc2c2ccccc12
  -1	9%	/	-6	-5	/	27%	/	/	20%
- O=S1(=O)[C@H]2C[C@@H]3CC[C@]2(CN1Cc1cccc(F)c1)O3
  -2	-8%	-2%	-1	3	2%	4%	5%	4	?

(list continues)
Values run as follows: KCNH2 3.1 inh	AT treatment	CXXC DNA block	TRPV1 ag	KCNH2 WT inh	GALK inh	ASM inhibitor	MBNL1-CUG inh	FBPA coupling cs	Integrin act MD
- Cc1ccc([N+](=O)[O-])cc1NC(=O)C1CCN(S(C)(=O)=O)CC1
  13	11%	2%	1	0	4%	4%	?	0	4%
- O=C(c1ccc(-c2ccccc2)cc1)N1CCCC1
  -6	9%	4%	20	1	10%	-2%	-11%	2	0%
- CSc1nc2ccc(NS(=O)(=O)c3c(Cl)cccc3Cl)cc2s1
  0	0%	?	3	7	1%	-19%	/	-17	7%
- COc1ccc(NC(=O)c2ccc(NC(=O)c3cccs3)cc2)cc1
  14	0%	?	-7	11	2%	-1%	35%[activator]	2	-5%
- O=C(O)C1Nc2ccc(Br)cc2C2C=CCC12 (configuration not stated)
  8	6%	?	1	2	0%	-14%	37%[activator]	0	24%
- COc1ccc(-c2noc(CSc3ccccc3)n2)cc1OC
  -8	13%	11%	24	-6	0%	-2%	-8%	-2	-14%
- COc1ccc(-c2cc(C(=O)Nc3c(Cl)cc(Cl)cc3Cl)c3ccccc3n2)cc1OC
  -40	1%	11%	-3	-8	0%	/	-5%	1	41%
- COc1ccccc1N1Cc2ccccc2C1
  -6	-7%	1%	3	-2	4%	5%	12%	-18	9%
- N/C(=N\OC(=O)CCCOc1ccccc1)c1ccc([N+](=O)[O-])cc1
  -2	-2%	1%	1	6	6%	-2%	?	0	?
- Cc1ccc(S(=O)(=O)N2CCC(C(=O)OCC(=O)N3CC(=O)Nc4ccccc43)CC2)cc1
  1	8%	13%	1	-10	2%	3%	8%	2	-1%
